Bioassay records deposited in PubChem BioAssay by Sanford-Burnham Center for Chemical Genomics.
hIAP activ – human IAP activators, primary screen, biochemical, luminescence, uHTS; Intestinal-type alkaline phosphatase (Homo sapiens), P09923; purified human IAP, CDP-Star luminescence, 30 min; hits give high values; 1 = vehicle-only enzyme, 0 = enzyme-free background; activation factor at 10 µM; 330,000 compounds, 0.16% hits;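 active means activation factor of the enzyme at least 2-fold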; further: the source names both 10 and 20 µM as test concentration; values of inactives mirror those of a sister screen read the other way
Target sequence (P09923 whole entry, looked up): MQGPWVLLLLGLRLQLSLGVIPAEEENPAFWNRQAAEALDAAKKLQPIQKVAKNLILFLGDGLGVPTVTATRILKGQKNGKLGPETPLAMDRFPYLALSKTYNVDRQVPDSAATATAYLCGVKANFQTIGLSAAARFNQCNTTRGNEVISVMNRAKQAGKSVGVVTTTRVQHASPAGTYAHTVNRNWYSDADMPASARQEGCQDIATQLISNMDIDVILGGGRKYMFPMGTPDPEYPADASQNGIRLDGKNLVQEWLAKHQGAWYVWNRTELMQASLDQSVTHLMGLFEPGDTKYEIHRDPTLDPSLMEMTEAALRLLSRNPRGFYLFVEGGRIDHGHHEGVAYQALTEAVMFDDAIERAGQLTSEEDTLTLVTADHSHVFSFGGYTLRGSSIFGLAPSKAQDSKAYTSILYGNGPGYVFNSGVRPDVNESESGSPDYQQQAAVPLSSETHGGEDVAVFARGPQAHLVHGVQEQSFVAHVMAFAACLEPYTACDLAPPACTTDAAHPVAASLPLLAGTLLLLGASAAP
hIAP block – human IAP inhibitors, primary screen, biochemical, luminescence, uHTS | purified IAP, CDP-Star luminescence, 30 min | inhibition, % at 10 µM | 330,000 compounds, 0.12% hits;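 active means inhibition reaching a set limit with compound at 10 µM in the primary screen, cut at about 35% in these data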;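 further: plate controls were DMSO wells with enzyme for no effect and no-enzyme buffer wells for full effect; values of inactives mirror those of a sister screen read the other way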
SENP1 inh – human SENP1 catalytic domain inhibitors, primary screen, biochemical, FRET, uHTS. recombinant SENP1 catalytic domain, CyPet-SUMO1-YPet FRET cleavage. AID 624204, 2012. inhibition, % at 10 µM. 360,000 compounds, 0.21% hits;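 active means inhibition at least 30% at 10 µM, raw YFP signal under a set limit, fluorescence ratio 0.5 to 1.5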;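 further: 0% = enzyme with DMSO and 100% = no enzyme wells; some results filed as inactive read as strong as hits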
Target sequence (Q9P0U3 419-644 limits assumed): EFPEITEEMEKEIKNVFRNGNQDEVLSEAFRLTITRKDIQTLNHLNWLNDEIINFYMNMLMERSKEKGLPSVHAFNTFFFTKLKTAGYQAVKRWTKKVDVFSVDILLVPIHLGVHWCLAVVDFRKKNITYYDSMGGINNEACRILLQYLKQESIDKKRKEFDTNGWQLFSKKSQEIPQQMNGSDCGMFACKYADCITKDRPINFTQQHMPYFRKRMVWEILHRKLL
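material = recombinant human SENP1 catalytic domain, His6-tagged | quantity = 20 pM enzyme | reagent = 25 nM SUMO1 FRET substrate | compound dosing = 10 µM single point, 0.5% DMSO | timing = 50 min enzyme reaction, room temperature, light-protected | detection = FRET, CFP and YFP emission | control set = no-enzyme low, enzyme-DMSO high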
mIAP block – inhibitors of mouse IAP, primary screen, biochemical, luminescence, uHTS; purified mouse IAP, CDP-Star luminescence, 30 min; inhibition, % at 10 µM; 330,000 compounds, 0.2% hits; AID 2806, 2010;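 active means inhibition of at least 40% at 10 µM in the primary screen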;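 further: plate controls were DMSO with enzyme for no effect and no enzyme wells for full effect; values of inactives mirror those of a sister screen read the other way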
A3G deaminase – APOBEC3G DNA deaminase inhibitors, primary screen, biochemical, fluorescence, single-stranded DNA substrate, uHTS; DNA dC->dU-editing enzyme APOBEC-3G (Homo sapiens), Q9HC16; recombinant A3G, ssDNA deamination FAM/TAMRA fluorescence; inhibition, % at 20 µM; 330,000 compounds, 0.28% hits;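 active means inhibition of at least 40% at 20 µM, with no more than 30% in the related APOBEC3A deaminase screen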;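 further: plate controls were DMSO wells with A3G for no effect and wells lacking A3G enzyme for full effect; some compounds called inactive have numbers as strong as hits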
NLRP3 yeast inh – NALP3 inflammasome inhibitors in reconstituted yeast, primary screen, luminescence, uHTS | Yeast reconstituted NLRP3/ASC/caspase-1, beta-gal luminescence, 24 h | inhibition, % at 10 µM | 330,000 compounds, 0.39% hits | AID 2825, 2010;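 active means inhibition of 50% or more; inactive means inhibition below 50%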;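 further: plate controls were induced DMSO wells for no effect and uninduced yeast grown without galactose for full effect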
beta cell repl – inducers of MIN6 beta-cell proliferation, primary screen, ATP luminescence, uHTS | MIN6 cells proliferation, ATPlite luminescence, 48 h; cells starved in 0.2% serum; 100% = growth in 10% serum | proliferation, % at 10 µM | 330,000 compounds, 0.29% hits | AID 2380, 2010;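 active means compounds whose signal lies at least 3.5 SD above the mean of all wells on their plate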;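 further: 0% = DMSO-treated cells in low-serum medium and 100% = 10% serum control; some compounds called inactive have numbers as strong as hits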
mIAP act – activators of mouse IAP, primary screen, biochemical, luminescence, uHTS; intestinal alkaline phosphatase [Mus musculus]; muIAP, CDP-Star luminescence, 30 min; hits give high values; 1 = vehicle-only enzyme signal, 0 = enzyme-free wells; activation factor at 10 µM; 330,000 compounds, 0.24% hits; AID 2805, 2010;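 active means activation factor of at least 2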; further: the source names both 10 and 20 µM as test concentration; values of inactives mirror those of a sister screen read the other way
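System: Mouse IAP enzyme | Also added: CDP-Star substrate | Dosing: Compounds dispensed in DMSO | Schedule: 30 min enzyme-substrate-compound incubation at room temperature | Technique: Chemiluminescence readout | Control set: DMSO-only wells and no-enzyme negative control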
APOBEC3A inh – APOBEC3A ssDNA deaminase inhibitors, primary screen, selectivity assay for APOBEC3G inhibitor project, biochemical, FAM/TAMRA oligo cleavage fluorescence | DNA dC->dU-editing enzyme APOBEC-3A (Homo sapiens), P31941 | recombinant A3A, FAM/TAMRA ssDNA deamination fluorescence | inhibition, % at 20 µM | 330,000 compounds, 0.41% hits | AID 493011, 2011;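 active means at least 40% inhibition at 20 µM here, with at most 30% in a related deaminase screen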;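 further: plate controls were A3A with DMSO for no effect and wells lacking A3A enzyme for full effect; some results filed as inactive read as strong as hits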
Target sequence (P31941 whole entry, looked up): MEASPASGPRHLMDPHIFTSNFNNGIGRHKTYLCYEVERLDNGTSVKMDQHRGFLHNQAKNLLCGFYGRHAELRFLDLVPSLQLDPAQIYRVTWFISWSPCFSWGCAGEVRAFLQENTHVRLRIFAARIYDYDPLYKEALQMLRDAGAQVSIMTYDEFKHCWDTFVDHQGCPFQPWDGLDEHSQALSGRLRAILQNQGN
Active calls of the source: *; & = joins results of further samples.

Each structure is followed by: beta cell repl	hIAP activ	A3G deaminase	NLRP3 yeast inh	APOBEC3A inh	hIAP block	mIAP block	mIAP act	SENP1 inh
> CCN(CC)c1ccc(/C=c2\sc3nc4ccccc4n3c2=O)c(O)c1
 : -5	1	-5	21	3	0	-9	1.1	-28
> COc1cc(C)c(C(C)C)cc1S(=O)(=O)n1ccnc1
 : 0	0.83	7	-1	-3	17	6	0.94	4
> CCOC(=O)Nc1cc(C(=O)OC)cc(C(=O)OC)c1
 : -1	1.1	-1	12	1	-11	5	0.95	2
> Cc1cc(C(=O)Nc2cccc(S(=O)(=O)N3CCCC3)c2)c2ccccc2n1
 : -2	0.83	-12	3	-3	17	-8	1.1	1
> O=C(c1cccnc1)N1CCN(c2c(Cl)cccc2[N+](=O)[O-])CC1
 : 4	1	-3	12	3	-2	-9	1.1	0
> CC1CCN(c2ccc(NC(=O)c3ccccc3[N+](=O)[O-])cc2)CC1
 : 1	1	-7	2	-5	-2	5	0.95	4
> CCCN1CCC(NC(=O)Nc2cc(Cl)ccc2OC)CC1
 : -4	1.1	-11	19	-2	-8	-4	1	1
> CCc1ccc(N(CC(=O)NC2CCCC2)S(=O)(=O)c2c(C)noc2C)cc1
 : -2	0.88	-4	18	-1	12	-4	1	2
> CC(=O)Nc1ccc(S(=O)(=O)NCCC(=O)OCc2nc(N)nc(Nc3ccccc3C)n2)cc1
 : 6	0.95	-2	15	9	5	-2	1	-3
> CCn1cc(Cl)c(C(=O)Nc2cccc(CN3CCOCC3)c2)n1
 : 1	0.91	-1	8	0	9	9	0.91	1
> COc1cccc(NC(=O)c2c(C)cc(C)cc2CC(C)(C)C(=O)O)c1
 : -1	1.1	-1	0	1	-8	-2	1	-1
> CC(Sc1nnc(COc2ccc(Cl)cc2)n1-c1ccccc1)C(=O)O (stereo not given)
 : -2	1.1	-7	26	-4	-8	5	0.95	1
> Oc1ccccc1N=Cc1ccc[nH]1
 : -4	0.95	-1	34	-1	5	31	0.69	6
> O=C(CSc1nnc(Cn2c(=O)sc3ccccc32)n1CCc1ccccc1)N1CCOCC1
 : 0	0.85	-4	-5	-1	15	-1	1	-3
> CN(CCS(=O)(=O)c1ccc(Cl)cc1)Cc1cccnc1
 : -1	0.96	-8	17	-3	4	-7	1.1	1

A different layout for some results above:
Oc1ccccc1N=Cc1ccc[nH]1
  beta cell repl: -4; hIAP activ: 0.95; A3G deaminase: -1; NLRP3 yeast inh: 34; APOBEC3A inh: -1; hIAP block: 5; mIAP block: 31; mIAP act: 0.69; SENP1 inh: 6
O=C(CSc1nnc(Cn2c(=O)sc3ccccc32)n1CCc1ccccc1)N1CCOCC1
  beta cell repl: 0; hIAP activ: 0.85; A3G deaminase: -4; NLRP3 yeast inh: -5; APOBEC3A inh: -1; hIAP block: 15; mIAP block: -1; mIAP act: 1; SENP1 inh: -3

Three compounds from above, limited to beta cell repl:
Molecule	beta cell repl
CC(Sc1nnc(COc2ccc(Cl)cc2)n1-c1ccccc1)C(=O)O (stereo not given)	-2
Oc1ccccc1N=Cc1ccc[nH]1	-4
O=C(CSc1nnc(Cn2c(=O)sc3ccccc32)n1CCc1ccccc1)N1CCOCC1	0

(listing goes on)
Each structure is followed by: beta cell repl	hIAP activ	A3G deaminase	NLRP3 yeast inh	APOBEC3A inh	hIAP block	mIAP block	mIAP act	SENP1 inh
> CC(=O)c1cccc(NC(=O)CCS(=O)(=O)c2ccc(Br)s2)c1
 : -2	0.94	-7	-5	2	6	1	0.99	3
> CCN(CC)S(=O)(=O)c1ccc(C(=O)OCCN2C(=O)CCC2=O)cc1
 : 0	1	0	7	5	0	10	0.9	-1
> Cc1cccc(NC(=O)CSCc2nc3c(nnn3Cc3ccc(F)cc3)c(=O)[nH]2)c1C
 : 2	1.2	2	-7	2	-17	2	0.97	2
> CSC1=N/C(=C\c2cccc(F)c2)C(=O)S1
 : 0	0.92	-4	-4	-1	8	16	0.84	-1
> Cc1ccc(C)c(NC(=O)C2CCC(C)(C(=O)O)C2(C)C)c1 (stereo not given)
 : -2	0.99	-3	9	-1	1	22	0.79	2
> CC(=O)c1ccc(S(=O)(=O)N(C)C(C)CCc2ccco2)cc1 (stereo not given)
 : -3	1.1	-2	24	0	-7	-4	1	2
> CC(C)Sc1nc(-c2ccccc2)cc(=O)[nH]1
 : 0	0.82	-1	-3	-1	18	5	0.95	1
> CCc1nc(SCC(=O)NCCc2ccccc2)c2c(=O)n(C)c(=O)n(C)c2n1
 : 2	1	-7	5	-1	-4	0	1	3
> O=C(/C=C\Nc1ccccn1)c1ccc(Cl)cc1
 : -4	0.94	-10	30	-6	6	11	0.89	-33
> O=c1cc(CO)oc(C(Nc2cccc(C(F)(F)F)c2)c2ccccn2)c1O (stereo not given)
 : -4	1.2	-1	5	-4	-20	-10	1.1	-41
> CCCCNC(=O)c1ccc(NC(=O)C2CCCO2)cc1 (stereo not given)
 : -3	0.93	-3	11	-2	7	-4	1	1
> O=C(CCC(=O)N1CCN(Cc2ccccc2)CC1)Nc1nnc(C2CCCCC2)s1
 : -2	1.2	-2	11	-1	-16	0	1	0
> COC(=O)c1ccc(/C=N/N2CCN(Cc3ccc(C)cc3C)CC2)cc1
 : 0	0.93	-11	10	-2	7	2	0.98	3
> CC1=C(C(=O)c2ccccc2)C(c2ccc(O)cc2)NC(=S)N1 (stereo not given)
 : -3	1.1	-5	11	3	-10	7	0.93	0
> C=CCN1N=C(c2ccc(Cl)s2)CSC1=O
 : -1	0.91	-6	-61	-5	9	-2	1	4

(listing goes on)
Each structure is followed by: beta cell repl	hIAP activ	A3G deaminase	NLRP3 yeast inh	APOBEC3A inh	hIAP block	mIAP block	mIAP act	SENP1 inh
> CCOC(=O)[C@H]1[C@H]2COc3cc(OC)ccc3[C@@H]2N2C(=O)CN(Cc3ccccc3)C(=O)[C@@]12C
 : -4	0.99	-5	4	1	0	-4	1	0
> CCN(CC(=O)Nc1cc(Cl)ccc1C)C(=O)c1ccc(N2CCCC2=O)cc1
 : 5	0.88	-6	8	-3	12	6	0.94	3
> Cc1ccsc1/C=N/N1CCN(Cc2ccccc2)CC1
 : -2	1	-7	9	-4	0	2	0.98	2
> COc1ccc(C2/C(=C(/O)c3ccc(C)cc3)C(=O)C(=O)N2CCCN2CCOCC2)cc1 (stereo not given)
 : 0	0.85	-2	18	-3	15	-4	1	-3
> CC1(C)CC2(C)OCCN2C(=S)N1 (stereo not given)
 : 0	0.91	0	22	4	10	6	0.94	1&0
> CC1CCCC(NC(=O)C2CCC(CNc3c(N4CCCCC4)c(=O)c3=O)CC2)C1C (stereo not given)
 : -3	0.94	-7	-5	-1	6	-6	1.1	2
> O=C(CN1CCc2cc3c(cc2C1)OCCCO3)Nc1c(F)cccc1F
 : -2	1.3	-2	4	-3	-26	13	0.87	2
> Cn1c(Cn2nnc3ccccc32)nnc1SCC(N)=O
 : -3	1	-7	4	-3	0	4	0.96	1
> CCCc1c(O)c2ccccc2[nH]c1=O
 : -3	1.2	-5	7	0	-18	3	0.97	-2
> Cc1cc(C(=O)CSc2nnc(N)s2)c(C)n1CCc1ccc(F)cc1
 : -3	1.1	-6	11	-6	-10	-6	1.1	0
> CCOC(=O)N1CCN(C(=O)c2ccc(CS(=O)(=O)c3ccccc3OC)o2)CC1
 : 1	1	-8	0	1	0	0	1	-1
> C=CCn1c(SCCC(=O)O)nnc1-c1cccs1
 : 2	1.1	-3	2	-3	-7	5	0.95	3
> CN(c1ccc(C(=O)NCc2cccnc2)cc1)S(=O)(=O)c1ccc(Cl)cc1
 : 4	1.3	-8	12	1	-26	1	0.99	0
> Cc1cc(OC(=O)c2c(C)cc(OC(=O)c3c(C)cc(O)cc3O)cc2O)cc(O)c1C(=O)O
 : -1	1.1	0	5	6	-11	-2	1	-8
> O=C(COc1ccccc1)Nc1ccc(CN2CCCCC2)cc1
 : 1	0.99	0	7	6	1	14	0.86	1

(next part)
Each structure is followed by: beta cell repl	hIAP activ	A3G deaminase	NLRP3 yeast inh	APOBEC3A inh	hIAP block	mIAP block	mIAP act	SENP1 inh
> CCc1ccc(NC(=O)Cn2nnc(C(=O)NCc3ccco3)c2N)cc1
 : -3	1.2	-3	7	-4	-23	-13	1.1	-1
> CCN(c1ccc(OCC(=O)OCC(=O)c2c(N)n(C)c(=O)n(C)c2=O)cc1)S(=O)(=O)c1ccccc1
 : -6	0.97	-6	6	-6	3	-1	1	-4
> CCCc1cc(-c2n[nH]c(C(=O)OCC)c2-c2cscn2)c(O)cc1O
 : -3	1.6	-1	-2	4	-59	5	0.95	2
> COc1cc(/C=N/NC(=O)Cn2cnc3c2c(=O)n(C)c(=O)n3C)ccc1O
 : -2	0.93	-1	-8	0	7	-5	1	0
> COc1cc(/C=C/C(=O)OCC(=O)Nc2ccc(S(N)(=O)=O)cc2)ccc1O
 : -2	0.98	14	4	11	2	7	0.93	-51
> Cc1ccc(OCC(=O)NCCCNC(=O)c2cnccn2)cc1C
 : 0	1.1	-2	3	-6	-10	-4	1	0
> CC1(C)NC(=O)N(c2ccc([N+](=O)[O-])c(C(F)(F)F)c2)C1=O
 : -2	0.96	-5	4	-6	4	1	0.99	-1
> Cc1ccc(S(=O)(=O)C2(C(=O)NC3CCCCC3)CC2)cc1
 : -2	1	7	29	-2	-2	0	1	3
> Cc1noc(-c2ccc(C(F)(F)F)cc2)c1NC(=O)Nc1ccc(Cl)cc1
 : -3	1.1	-3	11	0	-8	-10	1.1	2

The list is partial; the hit share may differ from the screen's.
